Akt phos inh – HTS Assay for Inhibitors of Akt Phophorylation: Primary Screen; Neuro2A IGF-stimulated pAkt S473 HTRF, 20 min; stronger effect = lower value; activity change, % for hits at 50 µM; actives 0.32% (n = 360,000); in the data active = activity change below about -80%; inconclusive = mostly about -51% to -80%; note: % is set by controls: 0 for no effect and ±100 for the full control effect
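Neuro2A cells (4,500/well, DMEM with 0.5% FBS) were treated with compound at a single 50 µM final concentration, stimulated with 6 nM IGF for 20 min at 37 °C, and lysed. Phospho-Akt Ser473 was read by HTRF as 665/615 ratio ×10^4.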
aSyn rescue – qHTS of alpha-syn Inhibitors. actives 0.14% (n = 370,000). AID 652106, 2013. Potency, µM (top dose mostly 46.1 µM), inactives show at the top dose growth rescue (activation), usual class: activators. Yeast expressing alpha-synuclein, growth rescue, BacTiter-Glo, 24 h; note: potency is the fitted concentration of half-maximal effect; % of control where 0% means no effect; nearly all actives have a fitted effect of over 65% in size
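Rescue of yeast growth: cells expressing toxic alpha-synuclein, induced in galactose at OD600 0.02, incubated with compound 24 h at 30 C. ATP luminescence quantified growth; inhibitors of toxicity appear as activators.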
GLP-1R agonist – qHTS of GLP-1 Receptor Agonists. actives 0.007% (n = 380,000). AID 624172, 2012. Glucagon-like peptide 1 receptor (Homo sapiens), P43220. HEK293 GLP-1R CRE-luciferase, luminescence, 4-6 h; cells express a hypersensitive GLP-1R form. Potency, µM (top dose mostly 45.6 µM), for inactives: at the top dose activation, hits mostly activators; note: potency is the fitted concentration of half-maximal effect; % of control where 0% means no effect
GLP1R inv ag – qHTS of GLP-1 Receptor Inverse Agonists (Inhibition Mode). Glucagon-like peptide 1 receptor (Homo sapiens), P43220. HEK293 GLP-1R CRE-luciferase, luminescence, 24 h; GLP-1R form is constitutively active. Potency, µM (titrated, usually from 38.3 µM), for inactives: at the top dose activity change, negative = inhibition, actives largely listed as inhibitors. actives 1.6% (n = 410,000). AID 624417, 2012; note: potency is the fitted concentration of half-maximal effect; % is set by controls: 0 for no effect and ±100 for the full control effect; nearly all actives have a fitted effect of over 55% in size
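qHTS in 1536-well format: reporter HEK293 cells expressing constitutive GLP-1R activity in DMEM + 10% Nu serum, 24 hr with compounds at 37 deg C, luminescence read after 12 min with detection reagent.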
TDP43 rescue – qHTS of TDP-43 Inhibitors; TDP-43 expressing yeast growth rescue, BacTiter-Glo, 24 h; Potency, µM (top dose mostly 46.1 µM), without a hit: at the top dose growth rescue (activation), usual class: activators; actives 1.8% (n = 410,000); note: potency is the fitted concentration of half-maximal effect; % of control where 0% means no effect; nearly all actives have a fitted effect of over 50% in size
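Yeast cells expressing TDP-43 under galactose induction are exposed to compounds for 24 hr at 30 deg C. BacTiter-Glo luminescence measures growth, so protective compounds score as activators.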
DRD3 antagonist – qHTS of D3 Dopamine Receptor Antagonist: qHTS; D(3) dopamine receptor (Homo sapiens), P35462; D3R cells, DiscoveRx beta-arrestin luminescence, antagonist mode; stronger effect = lower value; max response, negative = inhibition, %; actives 2.5% (n = 360,000); in the data active = max response below about -50%; inconclusive = no clear call, values can overlap the other calls; note: % is set by controls: 0 for no effect and ±100 for the full control effect; mostly tested at two doses, the higher about 12 µM
Target sequence (P35462 whole entry, looked up): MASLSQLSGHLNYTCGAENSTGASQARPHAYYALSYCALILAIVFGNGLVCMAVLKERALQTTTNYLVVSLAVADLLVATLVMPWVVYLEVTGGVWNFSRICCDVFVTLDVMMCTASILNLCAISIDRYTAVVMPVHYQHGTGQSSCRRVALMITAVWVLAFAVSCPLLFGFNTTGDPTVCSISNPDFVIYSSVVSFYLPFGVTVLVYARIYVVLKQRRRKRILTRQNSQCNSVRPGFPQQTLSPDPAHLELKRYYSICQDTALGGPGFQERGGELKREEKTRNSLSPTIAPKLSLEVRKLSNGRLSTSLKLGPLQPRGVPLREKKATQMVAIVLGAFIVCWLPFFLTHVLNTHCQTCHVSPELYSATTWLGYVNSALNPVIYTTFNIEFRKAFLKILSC
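Cells plated overnight at 1500 cells/well, then exposed to library compounds with dopamine controls for 90 minutes at 37 degrees C. DiscoveRx reagent added for 30–60 minutes at room temperature; luminescence read, quantitative HTS format.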
FUS yeast rescue – qHTS for Suppressors of FUS Proteinopathy: Primary screen using FUS-linked yeast assay | AID 1347120, 2019 | S. cerevisiae FUS-expressing, growth rescue, OD600, 24 h | Potency, µM (doses to about 76.6 µM), for the others: at the highest dose growth rescue (activation), most hits filed as activators | actives 0.24% (n = 390,000);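 note: potency is the fitted concentration of half-maximal effect; plate controls were DMSO vehicle for no effect and reference control for full effect; nearly all actives have a fitted effect of over 55% in size; some results filed as inactive show a strong effect at the top dose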
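Absorbance at 600 nm, taken 24hr after compound addition, measured rescue of FUS-yeast growth at 30C. Induction used 2% galactose with seeding at OD 0.005. Controls: CP55940 from 92uM final, DMSO only.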
PTHR1 ag – qHTS for PTHR1 Agonists: Primary Screen. Parathyroid hormone/parathyroid hormone-related peptide receptor (Homo sapiens), Q03431. HEK293 GP2 PTHR1 cells, GloSensor cAMP luminescence, 1 h. Potency, µM (doses to about 115 µM), inactives show at the top dose activation, most hits filed as activators. actives 0.075% (n = 410,000); note: potency is the fitted concentration of half-maximal effect; nearly all actives have a fitted effect of over 55% in size; some results filed as inactive show a strong effect at the top dose; inactives centre near -15; many of its hits are not listed in these tables
Target sequence (Q03431 whole entry, looked up): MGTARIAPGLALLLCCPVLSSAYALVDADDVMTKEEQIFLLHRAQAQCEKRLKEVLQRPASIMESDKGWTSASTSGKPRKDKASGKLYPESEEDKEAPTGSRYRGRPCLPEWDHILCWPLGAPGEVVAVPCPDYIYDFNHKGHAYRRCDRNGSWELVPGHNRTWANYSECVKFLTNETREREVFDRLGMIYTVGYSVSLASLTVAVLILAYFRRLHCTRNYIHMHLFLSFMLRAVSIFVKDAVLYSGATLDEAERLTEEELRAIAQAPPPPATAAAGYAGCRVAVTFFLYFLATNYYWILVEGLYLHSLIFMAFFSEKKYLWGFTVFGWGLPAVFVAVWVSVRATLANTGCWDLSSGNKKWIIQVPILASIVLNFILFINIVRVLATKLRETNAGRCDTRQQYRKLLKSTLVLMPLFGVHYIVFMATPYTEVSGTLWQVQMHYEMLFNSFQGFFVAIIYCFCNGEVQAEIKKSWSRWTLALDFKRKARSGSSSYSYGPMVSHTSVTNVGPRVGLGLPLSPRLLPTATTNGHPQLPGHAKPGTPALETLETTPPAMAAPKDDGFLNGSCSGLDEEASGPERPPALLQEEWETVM
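HEK-293-derived GP2 cells expressing PTHR1 and a GloSensor cAMP reporter, 3,000/well, plated overnight, given luciferin plus IBMX (each 0.5 mM as added) for 1 h at 37 °C, then compound for 1 h at 37 °C. Luminescence was read after 15 min at room temperature.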
Abeta rescue – qHTS for compounds that reverse cellular toxicity of Amyloid beta (A-beta) peptide in yeast: Primary Screen. Potency, µM (titrated, usually from 46.1 µM), for the others: top-dose growth rescue, actives largely listed as activators. yeast expressing A-beta42, growth rescue, OD600, 48 h; response scale: 0% DMSO, 100% iron-clioquinol control. AID 1347071, 2019. actives 0.063% (n = 410,000); note: potency is the fitted concentration of half-maximal effect; nearly all actives have a fitted effect of over 55% in size
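Growth rescue measured by 600 nm absorbance after 48 h yeast culture at 30 C with compound. Values normalized between DMSO and an equimolar ferric chloride plus clioquinol control.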
* hit, by the source's call; i = inactive; ? = inconclusive; nt = no result given; [ ] = dose if it differs, or a comment. Unless noted, calls come from the whole dose curve; as a rule, active = well fitted curve in the direction sought with a large enough effect; inconclusive = small, poorly fitted or top-dose-only effect, or another doubt; inactive = no such curve, though single readings can be large; an effect the other way counts as inactive or inconclusive. Not all compounds are listed; count on the stated rates, not on these rows.

SMILES	Akt phos inh	aSyn rescue	GLP-1R agonist	GLP1R inv ag	TDP43 rescue	DRD3 antagonist	FUS yeast rescue	PTHR1 ag	Abeta rescue
CC1=NNC(=O)C1CCC(=O)N/N=C/C=C/c1ccccc1 (configuration not stated)	i	-9%	8%	-3%	-13%	2	2%	i	0%
Cc1ccc(N2C(=O)C3C(c4ccccc4)N4CCCN4C3(C)C2=O)cc1 (configuration not stated)	i	-6%	2%	-2%	-13%	-3	25%	-17%	-9%
CCc1cc(C(=O)OC)c(NC(=O)CC2Sc3ccc(C(F)(F)F)cc3NC2=O)s1 (configuration not stated)	i	10%	-5%	4%	12%	9	-3%	-29%	-6%
CCCSc1nc(C)cc(=O)[nH]1	i	-1%	-11%	9%	-5%	13	9%	i	-9%
CC(C)n1cnc2c(Nc3ccc(C(=O)O)cc3)nc(Cl)nc21	i	-8%	-2%	55%[activator]	13%	21	-16%	-15%	-5%
Cn1c2c(c(=O)n1-c1ccccc1)CSCC2	i	-5%	-6%	-7%	7%	2	4%	-24%	0%
CCn1c(SCC(=O)c2ccc(OC)cc2)nnc1C1CC1	i	4%	-10%	9%	17%	21	-15%	-32%[inhibitor][57.5 µM]	4%
CC(=O)OC(C(=O)Nc1ccccc1)C(C)S(=O)(=O)c1ccccc1 (configuration not stated)	i	-6%	3%	-23%	13%	?	3%	-13%	2%
N#Cc1cc2ccccc2n2nnnc12	i	2%	1%	20%	25%	2	-15%	i	-6%
O=C(CNC(=O)Cc1ccc(Cl)cc1)NCc1ccco1	i	3%	5%	8%	21%	8	-7%	i	-5%
N#Cc1c2n(c(=S)n(-c3ccccn3)c1=O)CCCCC2	i	-1%	10%	26%	-9%	-6	?	-23%	-4%
O=C(COC(=O)C1CCCC1)NCc1ccc(Cl)cc1	i	-8%	10%	8%	-23%[0.397 µM]	-17	15%	-1%	-10%
COc1ccc2c(CN(Cc3ccccc3)Cc3ccccc3)cc(=O)oc2c1	i	6%	5%	?	4%	-19	7%	-17%	9%
CN(C)C=Nc1nonc1N	i	4%	-17%	-10%	5%	0	-3%	0%	-4%
CCN(C(=O)Cn1c(=O)n(CCCS(=O)(=O)C2CCCCC2)c(=O)c2ccccc21)c1cccc(C)c1	nt	nt	0%	11%	-12%	nt	5%	-2%	-10%
NC(=O)c1c(NC(=O)Cn2cc([N+](=O)[O-])cn2)sc2c1CCCC2	i	4%	-14%	19%[0.307 µM]	12%	-17	37%	-6%	12%
CCOC(=O)Cn1c(=O)oc2cc(S(=O)(=O)NC3CCCc4ccccc43)ccc21 (configuration not stated)	i	-1%	8%	1%	11%	8	-14%	i	5%
Oc1ccc(/C=N/NC2=NCCCCC2)cc1	i	1%	-5%	8%	-17%	-18	-6%	i	8%
CCOC(=O)NC(Nc1nnc(C)s1)(C(=O)OCC)C(F)(F)F (configuration not stated)	i	-1%	-9%	2%	-6%	1	0%	i	16%
Cc1ccc(C)c(N(C(=O)c2snc(C(N)=O)c2N)C(C(=O)NCC2CCCO2)c2cccs2)c1 (configuration not stated)	i	-9%	8%	-19%	11%	-9	43%	i	-24%
Cc1ccc(S(=O)(=O)N2CCCCC2)cc1NC(=O)c1cnccn1	i	-6%	7%	12%	14%	-21	28%	i	7%
COc1ccc(CN2CCCC(C(=O)N3CCCC3)C2)c(OC)c1 (configuration not stated)	i	-3%	11%	9%	-4%	-10	-3%	-24%	4%
O=C(/C=C/c1ccc(OC(F)F)cc1)Nc1cccc(S(=O)(=O)N2CCOCC2)c1	i	4%	-1%	?	1%	3	1%	-37%[inhibitor]	-7%
Cc1ccc(NC(=O)CSc2nnc(NC3CC3)s2)cc1S(=O)(=O)N1CCOCC1	i	-6%	-3%	9%	-1%	23	10%	-4%	-3%
CN1CCN(C2CCN(c3ccc(Nc4nnc(Cl)c(Nc5ccccc5S(C)(=O)=O)n4)c(OC(CF)CF)c3)CC2)CC1	i	?	-5%	20%	0%	15	8%	-50%[inhibitor]	6%

Reprinted from the part before: 3 entries, then new ones.
SMILES	Akt phos inh	aSyn rescue	GLP-1R agonist	GLP1R inv ag	TDP43 rescue	DRD3 antagonist	FUS yeast rescue	PTHR1 ag	Abeta rescue
O=C(/C=C/c1ccc(OC(F)F)cc1)Nc1cccc(S(=O)(=O)N2CCOCC2)c1	i	4%	-1%	?	1%	3	1%	-37%[inhibitor]	-7%
Cc1ccc(NC(=O)CSc2nnc(NC3CC3)s2)cc1S(=O)(=O)N1CCOCC1	i	-6%	-3%	9%	-1%	23	10%	-4%	-3%
CN1CCN(C2CCN(c3ccc(Nc4nnc(Cl)c(Nc5ccccc5S(C)(=O)=O)n4)c(OC(CF)CF)c3)CC2)CC1	i	?	-5%	20%	0%	15	8%	-50%[inhibitor]	6%
O=S1(=O)CC(N2CCN(c3ccccn3)CC2)CN1Cc1ccc(F)cc1 (configuration not stated)	i	4%	8%	-7%	18%	8	-8%	-42%[inhibitor]	11%
Cn1nc(C(C)(C)C)cc1C(=O)NNC(=O)c1ccc(C(F)(F)F)cc1	i	-9%	-2%	-23%	-2%	-19	1%	-85%[inhibitor]	-1%
CC(=O)c1ccc(Nc2nc(C(N)Cc3ccc(N)cc3)cs2)cc1 (configuration not stated)	i	-1%	-2%	10%	-12%	-28	-5%	8%	-26%
Cc1sc2nc3c4ccccc4c(NCc4ccco4)nn3c(=O)c2c1C	i	5%	0%	146%[activator]	0%	9	4%	-21%[57.5 µM]	19%
CC(Sc1ccccn1)C(=O)Nc1ccccc1 (configuration not stated)	i	8%	1%	0%	2%	10	15%	i	6%
Oc1cccc(Nc2ncnc3c2oc2ccccc23)c1	i	7%	21%	66%[activator]	5%	13	7%	i	-12%
O=C(CCc1nc2sc3c(c2c(=O)[nH]1)CCCC3)Nc1ccccc1Cl	i	-5%	19%	78%[activator]	-18%	0	28%	-16%	19%
O=C1NC(=S)N/C1=C/c1cccc([N+](=O)[O-])c1O	i	2%	-8%	14%	-5%	-75*	nt	i	21%
COc1ccc(/C=C2\SC(=O)N(CC(=O)NCCC(C)C)C2=O)cc1OC	i	3%	-1%	-3%	19%	9	0%	-12%	11%
O=C(C1=C[C@@H](C2CCCCC2)C[C@@H](OCc2ccc(CO)cc2)O1)N1CCN(Cc2ccc3c(c2)OCO3)CC1	i	4%	14%	?	14%	-13	18%	-46%[inhibitor]	8%
CCNC(=O)Nc1nc2ccccc2s1	i	2%	-3%	18%	7%	7	-19%	i	-4%
COC(=O)c1ccc(-c2nc3cc(N)ccc3o2)cc1	i	3%	-6%	-17%	12%	-1	33%	-5%[57.5 µM]	-10%
CCOc1ccccc1NC(=O)/C(C#N)=C/c1cccnc1	i	-2%	-3%	17%	-15%	-3	12%	i	9%
COc1ccc(OC)c(NC=C2C(=O)OC(C)(C)OC2=O)c1	i	1%	0%	17%	7%	7	-21%	i	10%
CC1(C(=O)Nc2cccc(C#N)c2)CCN1C(=O)CCc1ccccc1 (configuration not stated)	i	6%	7%	10%	0%	13	0%	-16%	10%
CCOC(=O)C1(Cc2cccc(OC)c2)CCN(Cc2csc(C(C)=O)c2)CC1	i	1%	6%	?	-12%	-3	-1%	-33%[inhibitor]	-3%
CC(CCc1ccccc1)NC(=O)COC(=O)C(CCC(N)=O)NC(=O)c1ccc(F)cc1 (configuration not stated)	i	-5%	5%	2%	10%	-2	2%	i	1%
C/C(CC(=O)Nc1ccc2ccccc2c1)=N\NC(=O)c1ccc(O)c(O)c1	i	3%	9%	-11%	8%	10	10%	i	-4%
O=C1CN(C(=O)COc2ccc(Cl)cc2Cl)C(c2ccc(F)cc2)c2cc(F)ccc2N1 (configuration not stated)	nt	nt	nt	?	9%	nt	?	-19%	11%
Nc1nnnn1CC(=O)N/N=C/c1ccc(-c2cccc(Cl)c2)o1	i	1%	-2%	20%	-8%	-1	-4%	-1%	-12%
O=C1/C(=C/c2ccncc2)CCC/C1=C\c1ccncc1	i	11%	-8%	-95%	-31%[inhibitor]	-60*	-5%	-42%[inhibitor]	-83%[inhibitor]
CC1CCN(C(=O)C2CCCN(c3ncnc4c3nc3n4CCCCC3)C2)CC1 (configuration not stated)	i	1%	23%	-16%	28%	7	16%	i	-11%
CCCCCCCCN1C(=O)[C@H](CC(=O)NCc2ccccc2)C[C@@]2(C(=O)OCC)CCC=C12	i	10%	nt	?	13%	6	?	-32%[inhibitor]	2%
CN(C)c1nc(-c2ccccc2)c2cnn(Cc3ccccc3)c2n1	i	-15%	7%	?	-9%	10	-15%	i	11%
COC(=O)c1ccc(NC(=O)CSc2nn3c(=O)c(C)nnc3s2)cc1	i	-3%	2%	31%[activator]	-11%	-5	1%	22%	-9%
Cc1ccccc1CNC(=O)Nc1cccs1	i	-4%	-1%	-13%	0%	1	16%	-7%[57.5 µM]	-1%
N#CC1(NC(=O)Cn2ncc(Cl)c(Cl)c2=O)CCCCC1	i	5%	-7%	?	-12%	0	18%	-21%	3%
CCOC(=O)c1c(NC(=S)N2CCCCC2)sc2c1CCN(C(=O)OCC)C2	i	5%	25%	?	13%	10	38%	-25%	-16%
C=C(C)CNC(=S)Nc1cccc(S(=O)(=O)NC2=NCCC2)c1	i	4%	-3%	1%	7%	30	-4%	i	-6%
COC(=O)c1cc(OC)c(OC)cc1NC(=O)CCN1C(=O)C2CCCCC2C1=O (configuration not stated)	i	3%	-2%	16%	4%	0	-11%	-4%	3%

Source: PubChem
